# PPARg SRC-3 ag = promotes SRC-3 coactivator recruitment by human PPARgamma; AID 731; P37231; biochemical PPARgamma/SRC-3 coactivator recruitment assay; actives 0.26% (n = 200,000); activation, % at 8 µM; in the data active = activation above about 23%;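 also: 0% = DMSO and 100% = reference agonist; some compounds past the cut are filed as inactive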
# Target sequence (P37231 whole entry, looked up): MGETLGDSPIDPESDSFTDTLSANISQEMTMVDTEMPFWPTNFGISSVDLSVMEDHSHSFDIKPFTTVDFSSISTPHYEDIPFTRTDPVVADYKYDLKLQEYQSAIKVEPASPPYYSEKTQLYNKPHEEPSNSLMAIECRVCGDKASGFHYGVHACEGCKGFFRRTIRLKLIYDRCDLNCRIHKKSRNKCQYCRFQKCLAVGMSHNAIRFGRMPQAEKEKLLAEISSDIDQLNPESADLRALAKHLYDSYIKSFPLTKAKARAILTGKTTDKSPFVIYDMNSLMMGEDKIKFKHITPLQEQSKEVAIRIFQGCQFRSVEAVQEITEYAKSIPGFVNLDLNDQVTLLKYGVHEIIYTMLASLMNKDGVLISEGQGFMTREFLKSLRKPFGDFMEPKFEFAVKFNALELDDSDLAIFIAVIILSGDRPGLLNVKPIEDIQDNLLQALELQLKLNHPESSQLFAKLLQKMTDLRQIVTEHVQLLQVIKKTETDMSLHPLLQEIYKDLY
# STAT1 blocker = reduces IFN-gamma driven STAT1 reporter signal; NIH 3T3 STAT1-luciferase reporter, luminescence; inhibition, % at 5.5 µM; actives 0.35% (n = 200,000); AID 920;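 active = inhibition above a set limit, the mean inhibition across all tested compounds plus 3 SD, cut at about 34% in these data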;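 also: 0% = IFN-gamma with DMSO and 100% = IFN-gamma with 300 µM nifuroxazide; values of inactives mirror those of a sister screen read the other way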
# STAT3 inh = STAT3 signaling inhibition; U3A cells, IL-6 STAT3-luciferase reporter, luminescence; host cell line lacks STAT1; inhibition, % at 5.5 µM; actives 0.89% (n = 190,000); AID 862;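 active = inhibition above the mean inhibition across all screened compounds plus 3 SD, cut at about 44% in these data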;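 also: 0% = DMSO only wells and 100% = 100 µM nifuroxazide control wells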
# TR-FRET SRC-2 ct = TR-FRET artefact, counter-screen to PPARgamma/SRC-2 agonist assay; TR-FRET ratio at 8 µM; AID 1049; actives 0.4% (n = 200,000); active compounds read high; in the data active = TR-FRET ratio above about 2000; also: inactives centre near 1500
# S1P3 antagonist = S1P3 (human) receptor antagonism; Q99500; CHO S1P3 NFAT-BLA reporter, FRET fluorescence, antagonist mode; inhibition, % at 4.98 µM; actives 0.27% (n = 170,000); AID 485;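 active = inhibition above the plate cutoff, the mean inhibition of test wells on that plate plus 3 SD, cut at about 28% in these data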;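 also: cells challenged with S1P at its EC80 of 0.8 µM; blue over green emission ratio from cleaved BLA substrate after 4 h stimulation; 0% = S1P-stimulated wells and 100% = unstimulated DMSO-only wells; some compounds past the cut are filed as inactive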
# Target sequence (Q99500 whole entry, looked up): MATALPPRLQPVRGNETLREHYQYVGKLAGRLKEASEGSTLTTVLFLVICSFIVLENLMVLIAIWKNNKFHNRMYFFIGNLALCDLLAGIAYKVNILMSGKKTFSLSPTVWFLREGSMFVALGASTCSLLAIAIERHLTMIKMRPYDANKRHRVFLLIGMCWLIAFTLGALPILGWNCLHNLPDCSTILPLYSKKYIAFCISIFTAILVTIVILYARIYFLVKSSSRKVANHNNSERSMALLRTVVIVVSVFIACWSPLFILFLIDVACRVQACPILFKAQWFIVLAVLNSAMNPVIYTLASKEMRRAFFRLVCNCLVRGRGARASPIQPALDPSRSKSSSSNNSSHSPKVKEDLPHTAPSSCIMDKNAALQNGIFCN
# STAT3 act = STAT3 signaling activation; actives 0.91% (n = 190,000); AID 871; U3A cells, IL-6 STAT3-luciferase reporter, luminescence; 100% = signal with IL-6 EC80 alone; activation (% of control), % at 5.6 µM;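 active = activation above the screen-wide mean of compound activation plus 3 SD, cut at about 130% in these data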;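 also: 0% = background luminescence of wells with medium and substrate only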
#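 Material: STAT3-luciferase reporter U3A cells. Controls: IL-6-treated wells, 100% activation. Read-out: % activation versus median of IL-6-stimulated wells. Probe or stimulus: IL-6 stimulus at 33 ng/mL final. Timing: compound 1 h, then IL-6 6 h at 37 °C. Signal: reporter luminescence signal.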
# ROMK primary = human ROMK K+ channel modulation, primary screen. Tet-inducible ROMK, thallium flux fluorescence; actives lie on both sides. actives 2% (n = 130,000). B-score at 10 µM. AID 1918. P48048;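 active = signal ratio slope over the read window, or its plate-corrected B-score, at least 3 SD from the plate mean, either direction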;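 also: B-score of the F/F0 ratio slope over 7 to 12 s after thallium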
# RAM network inh = inhibitors of the yeast RAM network; inhibition, % at 50 µM; AID 868; actives 1.8% (n = 190,000); S. cerevisiae dse1pr::URA3 reporter, 5-FOA growth OD615, 2 d; analog-sensitive cbk1-as2 kinase mutant strain;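 active = inhibition above a set limit, 3 SD over mean compound inhibition, cut at about 8.4% in these data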;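 also: 0% = DMSO-only wells with no growth and 100% = 10 µM 1-NA-PP1 full growth; inhibition rescues growth on 5-FOA so higher OD means more RAM inhibition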
# TLR4 MyD88 comp = blocks binding of human TLR4 to MyD88; inhibition, % at 8.4 µM; O00206+Q99836; HeLa CL3-4 TLR4/MyD88 BLA complementation, FRET ratio; AID 861; actives 0.18% (n = 200,000); in the data active = inhibition above about 25%;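 also: 0% = vehicle and 100% = reference inhibitor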
# PPARg SRC-2 ag = promotes SRC-2 coactivator recruitment by human PPARgamma. P37231. PPARgamma LBD-SRC-2 recruitment, biochemical. activation, % at 8 µM. actives 0.34% (n = 200,000); in the data active = activation above about 22%;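 also: 0% = vehicle and 100% = reference agonist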
# PPARg SRC-1 ag = PPARgamma-driven SRC-1 recruitment agonism. P37231. PPARgamma-SRC-1 coactivator recruitment biochemical assay. activation, % at 8 µM. actives 0.41% (n = 200,000). AID 631; in the data active = activation above about 19%;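 also: 0% = DMSO and 100% = reference agonist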
# * marks the source's active call; other numbers are inactive results; · = not tested or not shown.
molecule	PPARg SRC-3 ag	PPARg SRC-2 ag	ROMK primary	S1P3 antagonist	STAT1 blocker	TR-FRET SRC-2 ct	TLR4 MyD88 comp	STAT3 inh	STAT3 act	PPARg SRC-1 ag	RAM network inh
O=C(CCS(=O)(=O)c1ccccc1)Nc1nccs1	0	-2	·	-3	0	1408	19	-2	106	0	-1.0
CCOc1ccc(OCC)c(NC(=O)Cn2c(C)nc3ccccc3c2=O)c1	6	6	-0.45	-8	3	1879	6	-6	107	11	0.4
NCCCC[C@@H]1NC(=O)c2cc([N+](=O)[O-])cc(F)c2NCCCC[C@@H](C(N)=O)NC(=O)CNC1=O	1	1	0.18	-8	-2	1551	-6	-1	98	5	1.9
CCCC(C)C(=O)Nc1ccc(Cl)cn1 (stereo not drawn)	10	5	·	2	0	1438	-4	-2	103	4	2.1
COc1ccccc1C(c1nnnn1Cc1ccccc1)N1CCN(c2nc3ccccc3s2)CC1 (stereo not drawn)	-4	5	·	-9	10	1573	-10	-8	112	4	4.3
CCSc1nnc(NC(=O)COc2ccccc2[N+](=O)[O-])s1	-1	-7	1.5	-2	-29	1465	-1	17	89	-2	3.3
CCCNC(=O)Cn1c(=O)/c(=C\c2ccc(-c3ccc([N+](=O)[O-])cc3)o2)s/c1=C\C(=O)C(C)(C)C	-4	-1	·	-7	-2	1323	0	-9	110	-5	9.7*
N#Cc1ccccc1Sc1ccccc1C(=O)Nc1ccc2ccccc2c1	4	5	·	-9	-4	1518	-2	-4	109	-3	4.5
COc1cc(Cl)nn(-c2ccccc2)c1=O	1	9	0.55	-9	-1	1420	-11	2	98	-4	-1.2
Cc1ccc(OCCCCNC(C)(C)C)c([N+](=O)[O-])c1	2	6	·	12	2	1605	-7	3	102	6	-0.4
CC(C)(C)Nc1nc(Oc2ccc(=O)[nH]n2)nc(N2CCOCC2)n1	-5	5	0.2	-9	5	1630	4	10	96	3	1.8
CC(O)c1cccc(NC2=CC(=O)CC(C)(C)C2)c1 (stereo not drawn)	-1	-2	·	-5	2	1525	-13	3	100	0	0.6
CC1(C)CC(NC(=O)COc2ccc3ccccc3c2)CC(C)(C)N1	14	4	·	·	0	1744	-1	2	99	10	0.7
O=C(COc1ccc(F)cc1)N1CCC(c2ccccc2)C1 (stereo not drawn)	9	-1	·	·	-39	1551	12	-9	111	-2	0.0
C=Cn1nc(C)c2ccccc2c1=O	-16	-11	-0.1	-40	-3	1395	10	21	84	2	1.1
O=C(CSc1ncn[nH]1)c1ccc2c(c1)OCCO2	-3	14	1.8	-20	-3	1567	1	9	95	3	1.7
COc1cc2nc(COc3ccccc3[N+](=O)[O-])oc(=O)c2cc1OC	-2	4	-0.97	-6	-3	1577	1	16	89	2	1.6
Cc1ccc(OCC(=O)n2cnnc2N)c(C)c1	4	10	·	-26	-3	1490	-7	4	101	2	0.3
O=C(CN1C(=O)C2C3C=CC(C3)C2C1=O)N1CC(=O)N(CCc2ccccc2)C(=O)C1 (stereo not drawn)	6	1	-0.5	-25	0	1405	-5	0	106	-5	2.2
O=C(O)C1C2C=CC(C2)C1C(=O)NCCc1ccncc1 (stereo not drawn)	-8	6	·	-12	5	1540	8	2	101	0	-0.3
CCCCC(Sc1nc(N)c(NC(=O)c2ccc(OCC)cc2)c(=O)[nH]1)C(=O)O (stereo not drawn)	-2	1	-0.069	-25	0	1355	1	-3	102	-4	2.3
O=C(O)CCN1C(=O)C(=C2CCCCCC2)SC1=S	0	2	0.02	2	1	1362	19	10	97	-3	-1.3
COc1cc(NC(=O)c2ccco2)c(OC)cc1NC(=O)CCC(=O)Nc1cc(C)ccc1C	8	0	0.38	1	0	1532	0	-3	105	3	2.7
COc1ccc(-c2nc3ccccc3c(=O)n2CCCN2CCOCC2)cc1	-1	11	·	-2	8	1634	-5	14	90	-4	1.2
Cc1ccc(-c2nnc(N3CCOCC3)c3ccccc23)cc1S(=O)(=O)NCC1CCCO1 (stereo not drawn)	2	2	-1	18	-4	1638	2	10	95	3	1.1
CCc1nnc(NC(=O)CSc2nnc(Cc3ccccc3)n2Cc2ccccc2)s1	5	4	·	7	0	1634	-5	7	99	7	5.1
COc1ccc(-n2c(SCC(=O)Nc3ccc4c(c3)OCO4)nc3ccccc3c2=O)cc1	8	14	·	-42	2	1843	-8	17	94	11	3.9
O=C(NCc1cccnc1)c1cccn1-c1ncc(C(F)(F)F)cc1Cl	2	0	-0.39	-14	3	1640	-18	-2	104	12	2.3
N#Cc1nc(COc2ccc(F)cc2)oc1N1CCN(Cc2ccccc2)CC1	9	0	-1.8	18	-2	1489	1	9	99	9	0.2
CCOC(=O)CNC(=O)CSc1nnc(Cn2c(=O)sc3ccccc32)n1C	5	6	·	-3	-2	1685	-7	1	99	3	2.1
Cc1ccc(Cn2ccc(NC(=O)c3cc(-c4cccc(Cl)c4)on3)n2)cc1	5	3	·	15	-7	1549	-9	30	78	0	5.3
CCCCCCOc1ccc(N2C(=O)CC(N3CCC(C(=O)OCC)CC3)C2=O)cc1 (stereo not drawn)	6	3	·	0	6	1578	0	7	99	2	1.4
O=c1c2cnn(-c3ccccc3)c2ncn1Cc1ccccc1	-6	-7	·	-7	5	1505	-5	16	90	-10	2.7
COc1ccc(OC)c(NC(=O)CSc2nnc(CNc3ccc(F)cc3)o2)c1	13	9	0.15	16	2	1588	-1	-7	108	8	1.6
CS(=O)(=O)Nc1ccccc1C(=O)Nc1ccccc1Cl	3	8	-0.78	·	1	1529	-12	4	99	1	0.1
Cc1ccccc1C(=O)Nc1ccc(S(=O)(=O)N2CCN(C)CC2)cc1	-13	5	0.011	25	-9	1732	-5	-8	108	6	-0.6
O=C(NC1(C(F)(F)F)C(=O)Nc2c1c(=O)[nH]c(=O)n2Cc1ccccc1)c1ccco1 (stereo not drawn)	-6	-4	·	·	3	1549	-4	6	99	-11	2.3
Nc1nc2n(n1)C(c1ccc(Cl)cc1)CC(c1ccc(F)cc1)N2 (stereo not drawn)	3	-1	·	-8	8	1549	9	9	93	3	0.2
CN(CC(=O)NC1CCCc2ccccc21)C1CCCCC1 (stereo not drawn)	6	2	-0.87	-12	6	1485	10	-12	111	4	0.0
Cc1cc(NC(=O)CSc2nc(C(C)C)nc3c2c(=O)n(C)c(=O)n3C)no1	-6	3	·	-8	10	1430	8	16	94	-3	0.1
COc1ccc(OC2C(=O)N(c3ccc(F)cc3)C2c2ccc(OC)c(OC)c2)cc1 (stereo not drawn)	-2	2	·	·	1	1334	6	-9	111	-9	1.6
CC(C)CC(NC(N)=O)C(=O)NCCc1ccc(Cl)cc1Cl (stereo not drawn)	-1	1	0.74	-7	6	1689	-19	3	99	9	2.2
COc1ccc(S(=O)(=O)Cc2ccc(C(=O)NCc3cccnc3)o2)cc1	3	9	·	-15	2	1483	0	14	96	2	-1.0
C/C(N)=C(/C#N)C(=O)COc1ccc(Cl)cc1Cl	1	7	-1.9	-22	-5	1399	-3	4	101	1	0.1
Fc1cccc(CSc2ccc(-c3ccc4c(c3)OCO4)nn2)c1	-2	8	·	-11	-13	1652	-10	2	94	7	6.7
Cc1cccc(CN2CCN(CCCc3ccccc3)CC2)c1	4	2	-1.3	-17	10	1719	4	14	93	-2	2.0
COC(=O)c1cc2occc2n1Cc1nc(-c2ccccc2C)oc1C	6	1	-0.36	-15	-4	1331	2	4	97	4	10*
C/C(CC(=O)Nc1ccccn1)=N\NC(=O)C(=O)Nc1cccc(C)c1	21	3	·	·	3	1583	-13	9	99	4	1.6
COc1ccc(/C=N/N=C2\SC(CC(=O)O)C(=O)N2c2ccccc2)c(OC)c1 (stereo not drawn)	1	10	0.72	-22	4	1736	-2	2	98	-1	7.3
CC(NC(=O)COC(=O)C1CSC2(C)CCC(=O)N12)C12CC3CC(CC(C3)C1)C2 (stereo not drawn)	3	8	0.12	0	3	1499	5	-6	108	-4	1.0

# (more compounds)
molecule	PPARg SRC-3 ag	PPARg SRC-2 ag	ROMK primary	S1P3 antagonist	STAT1 blocker	TR-FRET SRC-2 ct	TLR4 MyD88 comp	STAT3 inh	STAT3 act	PPARg SRC-1 ag	RAM network inh
O=C1N=C(N2CCOCC2)S/C1=C/c1ccc(-c2ccccc2Cl)o1	0	-7	·	·	-1	1622	4	20	90	6	4.2
CC(C)(C)c1ccc(OCc2cnc(Cl)s2)cc1	-3	-2	0.87	2	-25	1629	9	-3	109	4	1.2
C=CCOc1ccccc1CNc1ccc2[nH]c(=O)[nH]c2c1	7	3	-0.95	2	1	1663	-9	12	92	3	2.1
Oc1ccc(-c2nnc(-c3ccc(O)cc3)nn2)cc1	11	0	·	11	5	1505	-8	51*	60	4	2.3
O=C(O)C(=O)Cc1c[nH]c2ccccc12	-2	4	-1.3	-1	10	1493	5	-23	133*	-3	0.0
[O-]/C(=C(\C(=S)Nc1ccc(SC(F)F)cc1)[n+]1cccc(CO)c1)c1ccc(Cl)s1	-3	-7	1.1	-19	-3	1364	-6	-6	108	-4	-0.5
O=C(Nc1nnc(CSCc2ccc(F)cc2)s1)c1cccc([N+](=O)[O-])c1	1	10	·	-13	7	1794	-2	4	96	4	3.1
COc1ccc(CCNC(=O)CSc2nc(N)cc(=O)[nH]2)cc1OC	0	8	1.4	4	0	1657	8	10	96	7	-0.5
Cc1ccc(SCCNC(=S)Nc2cc(C)cc(C)c2)cc1	1	7	-0.14	·	-5	1562	-1	5	96	4	5.5
CCC(=O)Nc1ccc(Cl)c(NC(=S)NC(=O)c2cc3ccccc3o2)c1	5	1	0.03	-6	-10	1676	-4	1	102	3	1.6
COc1ccccc1NC(=O)CCSCCC(=O)Nc1ccccc1OC	1	-7	·	-7	0	1476	5	-1	104	0	1.5
CC(=O)N(C(C)=O)c1c(N2CCCC2)c2ccccc2oc1=O	-1	-1	·	-22	-4	1668	6	-2	105	6	-0.5
CCNS(=O)(=O)c1ccc(NC(=S)NCC2CCCO2)cc1 (stereo not drawn)	0	7	-1	8	-2	1464	-12	7	100	5	-0.1
CCOC(=O)C1=C(CC)OC(N)=C(C#N)C1c1ccc(OC)c(C)c1OC (stereo not drawn)	2	6	-0.21	5	-4	1494	-5	-2	106	1	2.3
FC(F)(F)c1cnc2c(-c3ccc(Cl)cc3Cl)noc2c1	6	17	-0.016	·	-1	1725	13	12	94	0	0.0
